From PubChem BioAssay
C diff HTS: inhibitors of Clostridium difficile growth. actives 0.25% (n = 86,000). growth activity, negative = inhibition, % at 16 µg/mL (by protocol). Clostridium difficile clinical isolate growth, OD600, 24 h; active compounds read low. AID 1259249;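 active = mean growth activity at or below -80% and every replicate also at or below -80%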;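 note: 0% = DMSO wells and -100% = levofloxacin 16 µg/mL wells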
Pf Dd2 inh: inhibitors of Plasmodium falciparum Dd2 growth. P. falciparum Dd2 growth, SYBR Green, 72 h; active compounds read low. activity change, % at 10 µM. actives 2.3% (n = 94,000); in the data active = activity change below about -80%
GASC1 inh: inhibitors of human demethylase GASC-1 KDM4C; AID 720574; Q9H3R0; actives 0.15% (n = 96,000); GST-KDM4C 2-372, H3K9me3 peptide, LANCE TR-FRET; inhibition, % at 12.5 µM;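 active = mean replicate inhibition above about 25%, with at least 55% of replicates also reaching it, limit read from the data, passing the limit was not always enough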
Target sequence (Q9H3R0 2-372 limits assumed): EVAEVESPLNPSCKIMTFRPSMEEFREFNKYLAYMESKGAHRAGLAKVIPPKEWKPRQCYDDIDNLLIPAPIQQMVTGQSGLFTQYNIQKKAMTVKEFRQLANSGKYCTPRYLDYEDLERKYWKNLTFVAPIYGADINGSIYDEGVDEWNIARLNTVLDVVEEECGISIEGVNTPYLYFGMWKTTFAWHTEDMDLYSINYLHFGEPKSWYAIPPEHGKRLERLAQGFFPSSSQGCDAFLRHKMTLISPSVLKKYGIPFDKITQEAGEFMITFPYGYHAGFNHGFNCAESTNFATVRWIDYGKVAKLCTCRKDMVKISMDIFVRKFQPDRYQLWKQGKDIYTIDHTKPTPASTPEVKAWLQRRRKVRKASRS
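System – N-terminal GST-fused human GASC-1 (KDM4C) fragment, residues 2-372 · Input – enzyme final amount 10 nM · Technique – LANCE TR-FRET, Eu antibody, ULight-streptavidin, EDTA, ex 340 nm, em 618/671 nm · Medium – HEPES buffer, pH 7.5, plus ascorbate · Incubation – enzyme reaction 30 min, then detection 60 min, both room temperature · Reagent – H3K9me3 peptide with Fe(II)/2OG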
T cruzi growth: blocks T. cruzi growth in NIH3T3 culture | T. cruzi beta-gal in NIH3T3, GalScreen luminescence, 90 h | inhibition, % at 8.34 µM | actives 5.9% (n = 77,000) | AID 624255;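 active = mean inhibition above about 93%, with at least 55% of replicates each passing it, limit read from the data, passing the limit was not always enough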
Numbers without * were called inactive; nt = no result given; & = joins results of further samples.

SMILES	C diff HTS	Pf Dd2 inh	GASC1 inh	T cruzi growth
COCC(=O)Nc1ccc2c(c1)[C@H]1C[C@@H](CC(=O)NCc3cccnc3)O[C@H](CO)[C@H]1O2	nt	19	-2.3	3
O=C(Nc1ccccc1F)N[C@@H]1CC[C@H](CCNC(=O)C2CCOCC2)O[C@H]1CO	0	6	5.2	26
COCc1cn(CC[C@H]2CC[C@@H](NC(=O)c3ccncc3)[C@H](CO)O2)nn1	nt	18	0.6	79
COc1cccc(S(=O)(=O)Nc2ccc3c(c2)[C@@H]2C[C@@H](CC(=O)N(C)C)O[C@H](CO)[C@@H]2O3)c1	3	6	0.6	-34
CN1CCN(C(=O)C[C@@H]2CC[C@@H]3[C@H](COC[C@@H](O)CN3CC3CC3)O2)CC1	-2	10	1.5	-19
COc1ccc(NC(=O)N(C)C[C@H]2Oc3c(NC(=O)c4ccncc4)cccc3C(=O)N([C@H](C)CO)C[C@@H]2C)cc1	-2	4	-0.1	43
Cc1ccc(S(=O)(=O)Nc2ccc3c(c2)CC(=O)N([C@@H](C)CO)C[C@@H](C)[C@H](CN(C)Cc2ccc(Oc4ccccc4)cc2)O3)cc1	58	-34	13	-5
O=C(C[C@H]1CC[C@H]2[C@@H](COC[C@H](O)CN2CC2CCCCC2)O1)NCC1CC1	nt	-10	-2.0	23
C[C@H]1CN([C@@H](C)CO)S(=O)(=O)c2ccc(-c3ccc(C#N)cc3)cc2O[C@@H]1CN(C)Cc1ccccn1	-1	-42	0.7	nt
CN(C)CC(=O)N[C@H]1CC[C@H](CCn2cc(C3CCCC3)nn2)O[C@H]1CO	1	7	-0.9	7
CN(C)C(=O)c1ccc(-c2ccc(C3[C@H]4CNC[C@@H]3N4S(=O)(=O)c3ccccc3F)cc2)cc1 (some centres undefined)	-10	-1	-0.1	nt
C[C@H]1CN([C@@H](C)CO)C(=O)c2cc(-c3cccc(F)c3)cnc2O[C@@H]1CN(C)Cc1cccnc1	2	-17	1.6	-13
C[C@@H]1CN([C@H](C)CO)S(=O)(=O)c2ccc(Br)cc2O[C@@H]1CN(C)Cc1ccc(C(=O)O)cc1	-2	29	-0.6	-21
CN1[C@H](C(=O)NCc2ccncc2)[C@@H](CO)[C@@H]2Cn3c(ccc(-c4ccccc4F)c3=O)[C@@H]21	0	12	-0.1	6
CN(C)CC#Cc1ccc([C@@H]2[C@H]3CN(C(=O)NC4CCCC4)CCCCN3[C@H]2CO)cc1	8	4	5.4	9
Cc1cc(C(=O)Nc2cccc3c2O[C@@H](CN(C)C)[C@@H](C)CN([C@H](C)CO)C3=O)n(C)n1	-5	22	6.3	29
C[C@@H]1CCCCO[C@H](CN(C)CC2CCCCC2)[C@@H](C)CN([C@H](C)CO)C(=O)c2cc(NC(=O)CCC(F)(F)F)ccc2O1	24	-9	-3.1	35
C[C@H](CO)N1C[C@H](C)[C@H](CN(C)C(=O)NC2CCCCC2)OCCCC[C@H](C)Oc2ccc(NC(=O)Nc3ccc(F)cc3)cc2C1=O	6	-4	-1.1	74
COCC#Cc1ccc([C@@H]2[C@H]3CN(C(=O)COC)CCCCN3[C@H]2CO)cc1	-11	55	-0.7	25
C[C@@H]1CN([C@@H](C)CO)C(=O)c2cc(NC(=O)c3ccncc3)ccc2O[C@@H](C)CCCCO[C@H]1CN(C)C(=O)c1ccccc1	0	nt	6.3	-36
C[C@@H]1CN([C@@H](C)CO)S(=O)(=O)c2ccc(-c3cncnc3)cc2O[C@H]1CN(C)Cc1ccccn1	0	-17	1.6	-31
COc1ccc(NC(=O)Nc2ccc3c(c2)CC(=O)N([C@@H](C)CO)C[C@@H](C)[C@@H](CN(C)S(=O)(=O)c2ccc(F)cc2)O3)cc1	-4	24	-0.3	0
C[C@@H]1CN([C@@H](C)CO)C(=O)Cc2cc(NC(=O)Cc3cn(C)c4ccccc34)ccc2O[C@H]1CN(C)S(=O)(=O)c1ccc(F)cc1	2	-34	-4.6	51
Cc1noc(C)c1S(=O)(=O)Nc1ccc2c(c1)C(=O)N([C@@H](C)CO)C[C@H](C)[C@H](CN(C)CC1CCCCC1)O2	2	-2	0.0	-12
Cc1cc(C(=O)Nc2cccc3c2O[C@H](CN(C)C(=O)Nc2ccc4c(c2)OCO4)[C@@H](C)CN([C@@H](C)CO)C3=O)n(C)n1	nt	47	1.8	-225
COc1ccc(NC(=O)Nc2ccc3c(c2)C(=O)N([C@H](C)CO)C[C@@H](C)[C@H](CN(C)S(=O)(=O)c2cccs2)OCCCC[C@H](C)O3)cc1	-7	-51	-1.0	49
C[C@@H]1CN([C@H](C)CO)C(=O)c2cc(NC(=O)Nc3ccc(C(F)(F)F)cc3)ccc2O[C@@H](C)CCCCO[C@@H]1CN(C)S(=O)(=O)c1ccccc1	-2	-59	1.6	90
N#Cc1ccc(-c2ccc(C3[C@@H]4CN(S(=O)(=O)c5ccccc5F)C[C@H]3N4)cc2)cc1 (some centres undefined)	-4&2	-45&-63	0.4&-0.5	nt
O=S(=O)(c1cccs1)N1CCCCN2[C@H](CO)[C@H](c3ccc(C4=CCCCC4)cc3)[C@H]2C1	49	-50	nt	105*
CCCC(=O)Nc1ccc2c(c1)C(=O)N(C)[C@@H]1CC[C@H](CC(=O)NCc3ccccc3F)O[C@@H]1CO2	-1	3	0.0	-12

An excerpt from above in order of count of non-hydrogen atoms, ascending.
SMILES	C diff HTS	Pf Dd2 inh	GASC1 inh	T cruzi growth
COCc1cn(CC[C@H]2CC[C@@H](NC(=O)c3ccncc3)[C@H](CO)O2)nn1	nt	18	0.6	79
N#Cc1ccc(-c2ccc(C3[C@@H]4CN(S(=O)(=O)c5ccccc5F)C[C@H]3N4)cc2)cc1 (some centres undefined)	-4&2	-45&-63	0.4&-0.5	nt
CN(C)CC#Cc1ccc([C@@H]2[C@H]3CN(C(=O)NC4CCCC4)CCCCN3[C@H]2CO)cc1	8	4	5.4	9
C[C@@H]1CN([C@H](C)CO)S(=O)(=O)c2ccc(Br)cc2O[C@@H]1CN(C)Cc1ccc(C(=O)O)cc1	-2	29	-0.6	-21
COc1ccc(NC(=O)N(C)C[C@H]2Oc3c(NC(=O)c4ccncc4)cccc3C(=O)N([C@H](C)CO)C[C@@H]2C)cc1	-2	4	-0.1	43
COc1ccc(NC(=O)Nc2ccc3c(c2)CC(=O)N([C@@H](C)CO)C[C@@H](C)[C@@H](CN(C)S(=O)(=O)c2ccc(F)cc2)O3)cc1	-4	24	-0.3	0
Cc1ccc(S(=O)(=O)Nc2ccc3c(c2)CC(=O)N([C@@H](C)CO)C[C@@H](C)[C@H](CN(C)Cc2ccc(Oc4ccccc4)cc2)O3)cc1	58	-34	13	-5
COc1ccc(NC(=O)Nc2ccc3c(c2)C(=O)N([C@H](C)CO)C[C@@H](C)[C@H](CN(C)S(=O)(=O)c2cccs2)OCCCC[C@H](C)O3)cc1	-7	-51	-1.0	49

Next entries follow.
SMILES	C diff HTS	Pf Dd2 inh	GASC1 inh	T cruzi growth
COc1ccc(CN(C)C[C@@H]2Oc3ccc(NS(=O)(=O)c4ccccc4)cc3C(=O)N([C@@H](C)CO)C[C@H]2C)cc1	5	-14	0.2	nt
COc1ccc(NC(=O)Nc2ccc3c(c2)C(=O)N([C@@H](C)CO)C[C@H](C)[C@@H](CN(C)C(=O)Nc2ccc(F)cc2)O3)cc1	-2	7	1.2	12
COc1cccc(C#Cc2cnc3c(c2)C(=O)N([C@@H](C)CO)C[C@H](C)[C@@H](CN(C)C(=O)C2CCCCC2)O3)c1	24	-86*	-2.2	117*
Cc1ccc(S(=O)(=O)N2CC[C@@H]3[C@H]2c2cc(-c4ccccc4F)ccc2N(C)[C@H]3CO)cc1	33	29	15	81
COc1ccc2c3c(n(C)c2c1)[C@H](CO)N(C(=O)c1ccccc1)CC31CN(C(=O)c2ccccc2)C1	4	-7	0.5	nt
C[C@@H]1CN([C@H](C)CO)C(=O)c2cc(NC(=O)CCC(F)(F)F)ccc2O[C@@H](C)CCCCO[C@H]1CN(C)S(=O)(=O)c1cn(C)cn1	-2	71	0.6	40
C[C@H]1CN([C@@H](C)CO)C(=O)c2c(c3ccccc3n2C)-c2ccccc2CO[C@H]1CN(C)C(=O)Cc1ccccc1	-1	-70	-0.7	30
C[C@H]1CN([C@@H](C)CO)S(=O)(=O)c2ccc(C#Cc3ccncc3)cc2O[C@H]1CN(C)C(=O)Nc1ccc2c(c1)OCO2	5	-73	1.5	41
CC(C)NC(=O)N(C)C[C@H]1Oc2cc(C#Cc3cccc(F)c3)ccc2S(=O)(=O)N([C@H](C)CO)C[C@H]1C	6	-43	-1.6	100
COc1cccc(-c2ccc3c(c2)O[C@H](CN(C)Cc2cncnc2)[C@@H](C)CN([C@@H](C)CO)S3(=O)=O)c1	-1	-10	-3.9	58
COc1ccc(S(=O)(=O)Nc2ccc3c(c2)C(=O)N([C@H](C)CO)C[C@H](C)[C@@H](CN(C)S(=O)(=O)c2ccccc2)OCCCC[C@@H](C)O3)cc1	-5	-35	-1.3	nt
COc1ccc2c3c(n(C)c2c1)[C@@H](CO)NCC31CN(C(C)=O)C1	1	33	0.8	nt
COc1ccccc1NC(=O)N(C)C[C@H]1Oc2ncc(C#CCN(C)C)cc2C(=O)N([C@H](C)CO)C[C@H]1C	-4&2	18&24	0.5	15&1
C[C@H](CO)N1C[C@H](C)[C@@H](CN(C)Cc2ccc(C(=O)Nc3ccccc3N)cc2)Oc2ccc(N(C)C)cc2CC1=O	-2	-49	12	122*
C[C@H](CO)N1C[C@H](C)[C@H](CN(C)S(=O)(=O)c2cn(C)cn2)Oc2ccc(NC(=O)Nc3ccccc3)cc2CC1=O	0	6	2.2	23
C[C@@H]1CN([C@H](C)CO)C(=O)Cc2cc(NC(=O)CCC(F)(F)F)ccc2O[C@H]1CN(C)Cc1ccc(Oc2ccccc2)cc1	0	-26	-0.9	70
CN1C[C@H]2[C@@H](c3ccccc31)[C@H](CO)N2C(=O)C1CCCC1	-6	-8	3.2	12
C[C@@H]1CN([C@H](C)CO)C(=O)Cc2cc(NC(=O)CCCCCC(=O)Nc3ccccc3N)ccc2O[C@H]1CN(C)C(=O)NC1CCCCC1	-4	19	1.1	37
C[C@@H]1CN([C@@H](C)CO)C(=O)CCCn2cc(nn2)CO[C@H]1CN(C)C(=O)Nc1cccc2ccccc12	0&-1	-22&-3	3.5	24&-114
C[C@H]1CCCCO[C@@H](CN(C)CC2CCCCC2)[C@@H](C)CN([C@@H](C)CO)C(=O)c2cc(NS(C)(=O)=O)ccc2O1	-1	-17	1.1	42
CCCC(=O)Nc1ccc2c(c1)OC[C@H](C)N(Cc1nccs1)C[C@H](C)[C@H](OC)CN(C)C2=O	nt	-1	-0.7	53
CC=Cc1ccc2n(c1=O)C[C@@H]1[C@@H](CO)[C@H](C(=O)N(C)C)N(C(=O)CC)[C@H]21 (mixture of isomers)	6	17	0.9	nt
COc1cccc(S(=O)(=O)N2CCCCN3[C@H](C2)[C@@H](c2ccc(C#CCC(C)C)cc2)[C@@H]3CO)c1	4	-19	1.4	90
COc1ccccc1S(=O)(=O)N(C)C[C@H]1Oc2cc(C#CCC3CCCC3)ccc2S(=O)(=O)N([C@H](C)CO)C[C@H]1C	9&9	-67&-47	26*	127*
C[C@@H]1CN([C@H](C)CO)C(=O)c2cc(NC(=O)CCCCCC(=O)Nc3ccccc3N)ccc2O[C@@H]1CN(C)S(=O)(=O)c1ccccc1	-8	16	2.1	nt
COc1ccccc1-c1cn(CC[C@@H]2CC[C@H](NC(=O)C3CC3)[C@@H](CO)O2)nn1	4	3	-0.2	nt
C[C@H](O)C#Cc1cnc2c(c1)C(=O)N([C@H](C)CO)C[C@H](C)[C@@H](CN(C)C(=O)CN(C)C)O2	-2	27	15	12
C[C@H]1CCCCO[C@H](CN(C)S(=O)(=O)c2ccc(F)cc2)[C@@H](C)CN([C@@H](C)CO)C(=O)c2cc(NC(=O)C3CCCCC3)ccc2O1	0	-77	-1.4	86
CCCNC(=O)N1CC2(CCN(C(=O)Nc3cccc(F)c3)CC2)c2c(n(C)c3cc(OC)ccc23)[C@H]1CO	14	-68	nt	nt
C[C@H]1CN([C@@H](C)CO)C(=O)CCCn2cc(nn2)CO[C@@H]1CN(C)C(=O)Nc1ccnc(N2CCOCC2)c1	-1	13	-0.9	8
C[C@@H]1CN([C@@H](C)CO)C(=O)c2cc(NC(=O)c3ccncc3)ccc2O[C@@H](C)CCCCO[C@H]1CN(C)S(=O)(=O)c1cn(C)cn1	-2	16	-4.1	30
N#C[C@H]1[C@@H](c2ccc(C3=CCCC3)cc2)[C@@H](CO)N1S(=O)(=O)c1ccccc1	7	-24	-0.3	61
Cc1ccc(S(=O)(=O)N(C)C[C@H]2OCCCC[C@H](C)Oc3ccc(N(C)C)cc3C(=O)N([C@H](C)CO)C[C@H]2C)cc1	3	-19	0.1	76
O=C1CN(S(=O)(=O)Cc2ccccc2)C[C@@H]2[C@@H](c3ccc(C#Cc4cccnc4)cc3)[C@H](CO)N12	-4	-36	0.3	nt
COc1ccc(NC(=O)Nc2ccc3c(c2)C(=O)N([C@H](C)CO)C[C@@H](C)[C@H](CN(C)Cc2ccc(Cl)c(Cl)c2)O3)cc1	nt	1	0.5	-96
COc1ccc2c3c(n(C)c2c1)[C@@H](CO)N(C(=O)C1CCOCC1)CC31CN(C(=O)Nc2cccc(F)c2)C1	-14	-13	nt	nt
